Akt phos inh: blocks phosphorylation of Akt; Neuro2A IGF-stimulated pAkt S473 HTRF, 20 min; hits give low values; activity change, % for hits at 50 µM; 360,000 tested, 0.32% active; in the data active means activity change below about -80%; inconclusive means mostly about -51% to -80%; further: on the % scale 0 is the no-effect control and ±100 the full control effect
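Single-point screen (50 µM final compound) in Neuro2A cells stimulated 20 min with 6 nM IGF at 37 deg C. After lysis, Ser473-phosphorylated Akt read by HTRF (ex 330 nm, em 615/665 nm) as the 665/615 ratio.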
EPAC2 antag: antagonists of human EPAC2; EPAC2 GEF exchange of Rap1B-BODIPY-GDP, fluorescence; Potency, µM (series often up to 114 µM), for the others: at the top dose activity, negative = inhibition, actives largely listed as inhibitors; 360,000 tested, 0.18% active; AID 720708; further: potency means the concentration at half of the fitted maximal effect; on the % scale 0 is the no-effect control and ±100 the full control effect; nearly all actives have a fitted effect of over 45% in size; many of its hits are not listed in these tables
EPAC2 agonist: EPAC2 (human) agonism | EPAC2 activation, biochemical qHTS; response scale: 100% = 6.5 mM cAMP response | 360,000 tested, 0.079% active | Potency, µM (top dose mostly 154 µM), inactives show at the top dose activation, actives largely listed as activators; further: potency means the concentration at half of the fitted maximal effect; nearly all actives have a fitted effect of over 50% in size
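EPAC2 (100 nM) mixed with Rap1B loaded with BODIPY-GDP (250 nM) plus 50 uM unlabeled GDP; compounds pinned in, 5 min RT, then read every 5 min for 30 min (ex 480, em 540 nm). Normalized to cAMP control.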
D3 ag: activates the human D3 dopamine receptor; D3R DiscoveRx beta-arrestin cells, luminescence, 90 min; 410,000 tested, 0.58% active; AID 652048; max activation, %; P35462; in the data active means max activation above about 30%; further: 0% is about no effect; mostly tested at two doses, the higher about 12 µM
Target sequence (P35462 whole entry, looked up): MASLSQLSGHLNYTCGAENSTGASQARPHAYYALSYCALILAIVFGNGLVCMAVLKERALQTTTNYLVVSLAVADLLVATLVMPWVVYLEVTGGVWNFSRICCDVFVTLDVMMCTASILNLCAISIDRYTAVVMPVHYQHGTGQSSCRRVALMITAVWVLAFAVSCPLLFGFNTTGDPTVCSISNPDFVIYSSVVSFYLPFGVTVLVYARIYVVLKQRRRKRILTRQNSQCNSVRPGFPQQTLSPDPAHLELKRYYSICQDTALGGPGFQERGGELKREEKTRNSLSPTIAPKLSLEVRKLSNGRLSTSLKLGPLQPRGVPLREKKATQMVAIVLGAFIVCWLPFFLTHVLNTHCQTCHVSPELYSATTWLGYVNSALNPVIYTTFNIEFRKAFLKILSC
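Agonist-mode cell screen: cells plated at 1500/well and incubated overnight at 37 °C, then exposed to library compounds for 90 min at 37 °C. Detection reagent was added for 30–60 min at room temperature, and luminescence was read.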
DRD3 antagonist: D3 dopamine receptor (human) antagonism; AID 652054; D3R cells, DiscoveRx beta-arrestin luminescence, antagonist mode; hits give low values; P35462; 360,000 tested, 2.5% active; max response, negative = inhibition, %; in the data active means max response below about -50%; inconclusive means no clear call, values can overlap the other calls; further: on the % scale 0 is the no-effect control and ±100 the full control effect; mostly tested at two doses, the higher about 12 µM
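Cells plated overnight at 1500 cells/well, then exposed to library compounds with dopamine controls for 90 minutes at 37 degrees C. DiscoveRx reagent added for 30–60 minutes at room temperature; luminescence read, quantitative HTS format.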
PTHR1 agonist: PTHR1 (human) receptor agonism; Q03431; HEK293 GP2 PTHR1 cells, GloSensor cAMP luminescence, 1 h; Potency, µM (highest dose often 115 µM), inactives show at the top dose activation, hits mostly activators; 410,000 tested, 0.075% active; further: potency means the concentration at half of the fitted maximal effect; nearly all actives have a fitted effect of over 55% in size; some results filed as inactive show a strong effect at the top dose; inactives centre near -15; many of its hits are not listed in these tables
Target sequence (Q03431 whole entry, looked up): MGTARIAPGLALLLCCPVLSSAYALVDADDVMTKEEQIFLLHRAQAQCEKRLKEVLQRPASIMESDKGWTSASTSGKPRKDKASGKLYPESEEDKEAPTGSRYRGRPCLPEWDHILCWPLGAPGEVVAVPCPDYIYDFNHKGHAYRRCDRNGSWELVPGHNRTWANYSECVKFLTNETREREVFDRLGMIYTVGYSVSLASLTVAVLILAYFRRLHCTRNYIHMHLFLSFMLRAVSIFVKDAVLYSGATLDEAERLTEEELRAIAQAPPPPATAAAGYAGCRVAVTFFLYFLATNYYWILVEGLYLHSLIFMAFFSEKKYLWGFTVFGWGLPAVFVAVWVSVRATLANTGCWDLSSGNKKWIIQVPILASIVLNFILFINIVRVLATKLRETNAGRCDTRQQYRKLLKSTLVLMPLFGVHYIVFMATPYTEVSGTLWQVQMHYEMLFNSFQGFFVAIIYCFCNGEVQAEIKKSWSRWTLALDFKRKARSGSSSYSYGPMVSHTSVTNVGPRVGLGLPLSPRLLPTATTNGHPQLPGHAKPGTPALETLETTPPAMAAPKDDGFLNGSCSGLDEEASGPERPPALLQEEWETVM
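HEK-293-derived GP2 cells expressing PTHR1 and a GloSensor cAMP reporter, 3,000/well, plated overnight, given luciferin plus IBMX (each 0.5 mM as added) for 1 h at 37 °C, then compound for 1 h at 37 °C. Luminescence was read after 15 min at room temperature.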
CCT chaperon mod: modulators of cytosolic chaperonin (CCT/TRiC) activity. purified chaperonin ATPase assay, HTRF ADP detection, 30 min. 360,000 tested, 0.3% active. activity change, % (test concentration not listed), hits read low; in the data active means activity change below about -30%; further: on the % scale 0 is the no-effect control and ±100 the full control effect
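TRiC at 40 or 20 nM final (batch-dependent) in 30 mM Tris pH 7.4, 100 mM KCl, 5 mM MgCl2, 1 mM DTT, with compound at single 76 uM and 10 uM ATP, 30 min at 37 deg C. ADP detected by HTRF Transcreener, 665/615 ratio.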
MmCpn inh: blocks the Methanococcus maripaludis chaperonin Mm-Cpn; AID 504842; purified Mm-Cpn ATPase, ADP Transcreener TR-FRET; 330,000 tested, 0.031% active; Potency, µM (titrated, usually from 76.9 µM), inactives show top-dose activity, negative = inhibition, actives largely listed as inhibitors; further: potency means the concentration at half of the fitted maximal effect; on the % scale 0 is the no-effect control and ±100 the full control effect; nearly all actives have a fitted effect of over 80% in size
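Compound-treated chaperonin, 25 nM final, turns over 10 uM ATP at 37°C for 30 min following a 10 min preincubation; ADP generated competes with ADP-d2 for Eu-cryptate antibody, lowering FRET.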
* hit, by the source's call; i = inactive; ? = inconclusive; . = no result given; [ ] = another dose, or the depositor's remark. Unless noted, the call rests on the fitted dose curve; in most records, active means well fitted curve in the direction sought with a large enough effect; inconclusive means small, poorly fitted or top-dose-only effect, or another doubt; inactive means no such curve, though single readings can be large; an effect the other way counts as inactive or inconclusive.

molecule,Akt phos inh,EPAC2 antag,EPAC2 agonist,D3 ag,DRD3 antagonist,PTHR1 agonist,CCT chaperon mod,MmCpn inh
Cc1cc(NC(=O)CSc2nncn2N)no1,i,7.0%,0.7%,-2.9,3.6,i,-11.8,0.3%
COc1ccc(/C=N\Nc2ccccc2[N+](=O)[O-])c(C(=O)O)c1OC,i,-9.3%,2.6%,-7.6,-27.6,i,-2.0,0.1%
CCc1cc(C(=O)NNC(=O)c2csc(N3CCOCC3)n2)sc1C,i,5.9%,3.7%,2.3,0.2,i,-2.5,-1.7%
CCN(c1ccc2c(c1)OCO2)S(=O)(=O)c1cc2c(cc1Br)CCN2C(=O)C1CC1,i,5.6%,6.5%,-2.0,0.0,i,-1.5,.
Brc1cc2c(cc1/C=N/Nc1nc3ccccc3s1)OCO2,i,6.3%,4.4%,11.4,5.3,i,-0.4,-1.8%
Cc1ccc(CCNS(=O)(=O)c2ccc3c(c2)NC(=O)C(C)C(=O)N3)cc1 (stereo not drawn),i,-9.3%,4.3%,4.0,0.8,-30.4%[inhibitor],-0.1,-0.3%
O=C(NCCN1CCOCC1)c1ccncc1,i,1.8%,3.0%,4.7,-14.8,i,0.4,0.3%
O=C(O)C1Sc2[nH]c(=O)sc2C2c3cc(Br)ccc3OC(=O)C12 (stereo not drawn),i,-8.4%,0.1%,2.5,1.5,-8.1%,0.5,-9.6%
CC(C)Oc1cccc(C(=O)NC(=S)Nc2ccccc2N2CCOCC2)c1,i,-11.7%,5.6%,3.6,-2.9,-22.1%,-2.3,-1.8%
CN1CCN(C(=S)C(=O)Nc2ccccc2)CC1,i,-8.1%,1.5%,2.1,-4.0,i,-0.5,0.2%
COc1cc(NCCCn2cnc3c(OCc4ccccc4)ncnc32)cc(OC)c1OC,i,16.6%,0.3%,8.1,-5.2,-3.3%,-2.2,.
Cc1nc(N)sc1C(=O)N/N=C/c1c[nH]c2ccccc12,i,0.4%,3.7%,-8.3,-9.4,i,-0.7,-3.0%
CCC(=O)OCCCCCCOc1ccc(C(=O)O)cc1,i,-6.4%,8.2%,1.3,-15.6,i,0.3,-0.4%
O=C(COC(=O)c1cc(NS(=O)(=O)c2cccs2)ccc1O)Nc1ccccc1,i,-8.0%,6.4%,-10.4,-0.5,i,-0.7,1.9%
CCOC(=O)c1c(C)[nH]c(C(=O)COC(=O)CN2C(=O)C3CCCCC3C2=O)c1C (stereo not drawn),i,0.9%[57.1 µM],13.1%,-0.2,-26.2,-15.4%[57.5 µM],-1.9,-4.0%
N#Cc1c(C(F)(F)F)cc(=O)n2c1[nH]c1ccccc12,i,-4.0%,8.9%,27.8,23.9,-28.0%,0.3,-6.3%
Cc1cc(Br)cn2c(Cc3ccsc3)c(C3CCCCC3)nc12,i,-16.2%,7.4%,5.6,-1.7,-31.2%[inhibitor],0.2,.
COc1cc2[nH]c3c(=O)n(CCN(C(C)C)C(C)C)cnc3c2cc1OC,i,3.5%,-7.3%,-1.3,-16.4,i,1.4,1.4%
O=C(COC(=O)c1ccc(Br)o1)NCC(=O)Nc1ccc(F)cc1,i,0.7%,0.5%,-16.6,7.4,i,0.2,-3.7%
O=C1/C(=C/c2ccc(O)c([N+](=O)[O-])c2)SC(=S)N1Cc1ccccc1,i,-3.1%,-7.1%,19.4,6.5,-32.7%[inhibitor],2.4,1.1%

Other results
molecule,Akt phos inh,EPAC2 antag,EPAC2 agonist,D3 ag,DRD3 antagonist,PTHR1 agonist,CCT chaperon mod,MmCpn inh
CC(C)NC(=O)CN(Cc1ccc2c(c1)OCO2)C(=O)CCC(=O)Nc1ccccn1,i,-3.4%,8.4%,18.0,4.7,10.9%,-0.1,-1.8%
Cc1ccc(S(=O)(=O)N2CCN(CC(=O)N3CCOCC3)CC2)cc1,i,8.2%,-1.9%,-3.1,10.8,-12.1%,-0.5,-0.5%
O=C(Nc1ccc(NC(=O)C2CCCCC2)nc1)c1ccco1,i,1.7%,-5.4%,7.7,13.6,i,3.0,0.7%
CC(C)[C@H](NC(=O)c1cccc(S(=O)(=O)N2CCOCC2)c1)C(=O)NCc1ccc(F)cc1,i,38.2%[activator],-2.5%,0.7,9.8,-10.2%,-6.2,1.5%
O=S(=O)(Nc1cccc(-n2cnnn2)c1)c1cnc(Cl)c(Cl)c1,.,-21.4%,6.1%,-3.8,-2.2,-31.4%[inhibitor],0.6,-0.9%
CC(C)(C)c1ccc(C2(C)NC(=O)N(CC(=O)NC3CCS(=O)(=O)C3)C2=O)cc1 (stereo not drawn),i,-0.1%,15.0%,-9.2,-15.1,9.5%,-0.6,-3.6%
CCc1cccc(NC(=S)N2CCC(c3ccccc3)C2)c1 (stereo not drawn),i,-17.9%,3.4%,-16.8,-6.2,-65.2%[inhibitor],0.6,-0.8%
CCn1ccc(C(=O)Nc2ccc(S(=O)(=O)Nc3ccccc3OC)cc2)n1,i,-5.4%,15.0%,5.8,1.2,-23.3%[57.5 µM],0.3,1.6%
CC(C)(CNC(=O)CC1C(=O)NCCN1Cc1cccc(F)c1)N1CCOCC1 (stereo not drawn),i,1.3%,1.6%,-8.4,0.5,i,1.6,-2.3%
Cc1nc(NCCC(C)C)c2nnn(Cc3ccccc3)c2n1,i,1.7%,-5.1%,-9.2,-2.8,-28.3%,-0.5,-5.4%
COc1ccc(-c2c(C)n([O-])c3c([n+]2=O)CCCCC3)cc1OC,i,-11.8%,12.8%,7.8,0.2,i,1.0,0.6%
COCCCNC(=O)N1c2ccccc2Sc2ccccc21,i,-12.8%,-0.9%,1.9,1.1,-5.1%,-0.4,-1.4%
C/C(=N/Nc1ccc(Cl)cc1)c1cnnc(-c2ccccc2)n1,i,-6.9%,5.2%,-3.3,-6.4,i,1.6,-17.0%
COC(=O)c1nnn(-c2nc(N3CCOCC3)nc(N3CCOCC3)n2)c1C,i,-12.3%,-3.6%,-2.2,-19.7,i,1.3,-0.2%
CC(C)Cn1c(=S)[nH]c2cc(C(=O)O)ccc2c1=O,i,-7.8%,8.6%,-6.5,-3.9,i,-1.1,0.5%[15.4 µM]
CCOC(=O)c1[nH]c2ccccc2c1NC(=O)COC,i,5.6%,5.4%,3.2,0.0,-11.6%,1.4,0.7%
NS(=O)(=O)c1cc(Cl)c(NC(=O)COC(=O)c2ccccn2)c(Cl)c1,i,13.2%,5.5%,1.9,-5.3,-15.8%,0.6,1.8%
Cc1ccc2[nH]c(C(=O)N3CCC(C(N)=O)CC3)cc2c1,i,10.7%,-1.9%,1.5,15.0,i,1.4,0.7%
Cc1cc(OCc2ccc(C(=O)NN=C3CCCC3)cc2)ccc1Cl,i,-21.9%,6.8%,-9.0,0.6,-11.9%,0.4,1.1%
COc1ccc(NC(=O)c2ncn[nH]2)cc1,i,-0.3%,-4.5%,1.3,11.3,11.0%[57.5 µM],-3.4,-9.7%

2 records picked at random from the list so far:
molecule,Akt phos inh,EPAC2 antag,EPAC2 agonist,D3 ag,DRD3 antagonist,PTHR1 agonist,CCT chaperon mod,MmCpn inh
CCn1ccc(C(=O)Nc2ccc(S(=O)(=O)Nc3ccccc3OC)cc2)n1,i,-5.4%,15.0%,5.8,1.2,-23.3%[57.5 µM],0.3,1.6%
COc1ccc(NC(=O)c2ncn[nH]2)cc1,i,-0.3%,-4.5%,1.3,11.3,11.0%[57.5 µM],-3.4,-9.7%

The list goes on:
molecule,Akt phos inh,EPAC2 antag,EPAC2 agonist,D3 ag,DRD3 antagonist,PTHR1 agonist,CCT chaperon mod,MmCpn inh
O=[N+]([O-])c1ccc(-n2cc(-c3ccccc3)nn2)cc1,i,0.8%,8.7%,3.9,5.2,-2.5%,-0.3,0.1%
CCn1cc(C(=O)NCC2CCCO2)c(=O)c2cc(S(=O)(=O)N(C)C3CCCCC3)ccc21 (stereo not drawn),i,9.5%,-5.5%,-0.6,-51.9*,-23.5%,1.3,-0.1%
CCCn1c(C)cc(/C=C(\C#N)C(=O)OCC(=O)NC(=O)NC(C)(C)C)c1C,i,-12.4%,-13.7%,0.6,-0.2,-31.0%[inhibitor],-2.4,-3.4%
CC(C)COc1ccc(C(=O)NC(CC(C)C)C(=O)O)cc1 (stereo not drawn),i,1.7%,11.5%,6.3,-3.7,i,-2.8,-0.7%
O=C(COC(=O)CC12CC3CC(CC(Br)(C3)C1)C2)NC(=O)NCc1ccco1,i,-3.1%,0.6%,1.0,17.3,i,0.0,-1.2%
Cc1noc(C)c1S(=O)(=O)NC(=O)C1(C)CCN1C(=O)CC(c1ccccc1)c1ccccc1 (stereo not drawn),i,0.2%,1.4%,3.2,-2.3,i,-1.8,.
CN(C)C(=O)CCc1ccc2c3c([nH]c2c1)[C@]1(C)[C@@H](C(=O)N2CCCCC2)C[C@H](CC(=O)NCC24CC5CC(CC(C5)C2)C4)C(=O)N1CC3,i,-9.2%,0.0%,12.9,20.3,i,-0.3,1.2%
C=CCNc1nc(-c2c(C)nc3ncccn23)cs1,i,16.1%,-1.3%,-9.1,-14.2,i,-1.4,-0.7%
C=CCn1c(SCC(=O)N2CCN(c3ccccc3)CC2)nnc1-c1ccco1,i,12.5%[57.1 µM],-1.1%,2.8,5.4,-9.4%[57.5 µM],0.0,-0.3%
COc1ccc(CC(=O)NNc2ncnc3c2cnn3-c2ccccc2)cc1,i,1.7%,-3.7%,4.8,-10.8,i,-0.2,-0.9%
Cc1cc(S(=O)(=O)NCc2ccc3c(c2)OCO3)ccc1F,i,-10.6%,5.7%,-2.5,-8.5,i,1.5,1.0%
CCOc1ccc(NC(=O)c2cc(Cl)nc3ccccc23)cc1,i,-0.3%,5.9%,4.0,-20.7,-0.7%,0.7,0.8%
CN1CCN(c2ccc(Cl)cc2NC(=O)c2ccc([N+](=O)[O-])cc2)CC1,i,-5.9%,12.1%,-6.2,-14.5,i,-5.1,1.3%
CCCCc1cc(=O)oc2cc(C)cc(OCc3nn[nH]n3)c12,i,-0.8%,10.1%,-2.0,-11.9,i,0.7,-0.7%
COc1ccc(S(=O)(=O)N2CCCN(CCC(=O)Nc3cccc(C(F)(F)F)c3)CC2)cc1,i,21.9%,-4.7%,-3.2,-20.2,i,-4.2,0.9%
COc1cc(CNc2ncc(-c3ccc(Br)cc3)n2C)cc(OC)c1OC,i,-10.5%,-1.9%,-25.6,?,-22.4%,0.0,-2.5%

This is a subset, so the mix of outcomes need not match the whole.
